Source: PubChem BioAssay (National Center for Advancing Translational Sciences (NCATS))
TrxR1 inh: rat TrxR1 inhibition; O89049; recombinant rTrxR1, NADPH fluorescence consumption, selenite substrate; Potency, µM (doses to about 114 µM), for inactives: at the highest dose activity change, negative = inhibition, actives largely listed as inhibitors; hit rate 1% among 390,000; also: % is scaled to controls: 0 for no effect and ±100 for the full control effect; nearly all actives have a fitted effect of over 65% in size
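Rat TrxR1 (90 nM in the dispensed reagent) was pre-reduced with 400 uM NADPH for 5 min at room temperature, then incubated with compound for 15 min. After 400 uM selenite was added, NADPH fluorescence (Ex 340/Em 450 nm) was followed for 8 min.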
Vif-A3G inh: inhibitors of Vif-APOBEC3G interaction; HeLa A3G-eYFP + Vif (tagged APOBEC3G with the HIV-1 protein that degrades it), YFP fluorescence, overnight; Potency, µM (doses to about 46.1 µM), for inactives: top-dose activity, negative = active, most hits filed as inhibitors; Q9HC16; hit rate 0.076% among 410,000;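 also: % is scaled to controls: 0 for no effect and ±100 for the full control effect; nearly all actives have a fitted effect of over 60% in size; hits raise eYFP signal because A3G escapes Vif-driven loss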
Target sequence (Q9HC16 whole entry, looked up): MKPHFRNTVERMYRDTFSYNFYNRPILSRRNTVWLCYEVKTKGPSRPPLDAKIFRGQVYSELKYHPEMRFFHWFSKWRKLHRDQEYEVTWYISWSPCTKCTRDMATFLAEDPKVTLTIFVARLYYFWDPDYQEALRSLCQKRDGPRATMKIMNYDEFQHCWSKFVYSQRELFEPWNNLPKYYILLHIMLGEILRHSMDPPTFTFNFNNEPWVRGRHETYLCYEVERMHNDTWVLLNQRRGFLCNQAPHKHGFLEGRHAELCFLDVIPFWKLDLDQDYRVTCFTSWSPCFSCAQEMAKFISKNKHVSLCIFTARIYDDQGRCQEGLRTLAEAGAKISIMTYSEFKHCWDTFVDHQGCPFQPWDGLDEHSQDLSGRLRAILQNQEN
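Read-out is eYFP fluorescence (Ex 488/Em 500-530) from Vif-expressing HeLa A3G-eYFP cells; more signal means A3G escaped Vif-mediated degradation. Cells plated overnight, compound pinned in, incubated overnight at 37 deg C.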
Vif-APOBEC3F blk: Vif-A3F binding inhibition. HeLa A3F-eYFP + Vif (tagged APOBEC3F with the HIV-1 protein that degrades it), YFP fluorescence increase. hit rate 0.2% among 390,000. AID 602313. Potency, µM (doses to about 46.1 µM), for inactives: at the top dose activity, negative = active; also: % of control where 0% means no effect; nearly all actives have a fitted effect of over 65% in size
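Fluorescence increase (Ex 488/Em 500-530) after overnight compound treatment at 37 deg C flags inhibition of Vif-driven A3F-eYFP loss in stable HeLa A3F-eYFP/Vif cells seeded overnight beforehand.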
IDH1 R132H inh: human IDH1 R132H inhibition; O75874; AID 602179; IDH1-R132H enzyme, NADPH consumption, diaphorase/resazurin fluorescence; Potency, µM (top dose mostly 76.6 µM), for the others: at the highest dose activity change, negative = inhibition, hits mostly inhibitors; hit rate 0.093% among 390,000; also: % is scaled to controls: 0 for no effect and ±100 for the full control effect; nearly all actives have a fitted effect of over 65% in size
Target sequence (O75874 whole entry R132H, stated change not applied): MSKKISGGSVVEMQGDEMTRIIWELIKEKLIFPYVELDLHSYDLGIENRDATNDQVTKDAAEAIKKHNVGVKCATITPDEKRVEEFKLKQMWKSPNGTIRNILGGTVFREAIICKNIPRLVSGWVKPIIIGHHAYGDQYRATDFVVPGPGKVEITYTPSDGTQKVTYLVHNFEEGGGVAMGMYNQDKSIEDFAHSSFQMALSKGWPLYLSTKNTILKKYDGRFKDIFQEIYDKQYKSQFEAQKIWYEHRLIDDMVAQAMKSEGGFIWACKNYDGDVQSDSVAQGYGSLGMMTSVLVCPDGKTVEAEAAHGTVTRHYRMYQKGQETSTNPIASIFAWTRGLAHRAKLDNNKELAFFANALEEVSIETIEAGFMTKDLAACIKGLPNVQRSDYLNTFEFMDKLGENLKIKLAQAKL
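IDH1-R132H (0.5 ug/mL) preincubated 30 min with compound, then NADPH (0.016 mM) and alpha-KG (2 mM) added; 80 min at RT, pH 7.5. Remaining NADPH coupled via diaphorase/resazurin to fluorescence (540/590 nm); concentration-response curves normalized to no-enzyme control.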
RGS4 inh: blocks human RGS4-accelerated GTP hydrolysis | P49798 | Transcreener GDP fluorescence polarization, RGS4-accelerated GTP hydrolysis | Potency, µM (highest dose often 114 µM), inactives show at the highest dose activity change, negative = inhibition, most hits filed as inhibitors | hit rate 0.039% among 390,000 | AID 504845; also: % is scaled to controls: 0 for no effect and ±100 for the full control effect; nearly all actives have a fitted effect of over 75% in size; some results filed as inactive show a strong effect at the top dose
Target sequence (P49798 whole entry, looked up): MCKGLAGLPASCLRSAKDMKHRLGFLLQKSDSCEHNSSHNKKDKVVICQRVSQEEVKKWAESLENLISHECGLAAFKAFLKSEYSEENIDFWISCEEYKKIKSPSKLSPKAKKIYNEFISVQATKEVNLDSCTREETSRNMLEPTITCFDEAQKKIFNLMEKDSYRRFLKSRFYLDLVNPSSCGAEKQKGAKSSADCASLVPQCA
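MLSMR compounds (23 nl, pin-transferred) preincubated 10 min at room temperature with a 500nM (2x) first reagent, then RGS4 at 900nM (2x) plus Transcreener GDP mix added; fluorescence polarization (620/688 nm) read before and after 90 min at 30 °C.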
12-LOX inh: ALOX12 (human) lipoxygenase inhibition. P18054. purified 12hLO, xylenol orange hydroperoxide absorbance. Potency, µM (top dose mostly 108 µM), without a hit: top-dose activity change, negative = inhibition, hits mostly inhibitors. hit rate 1.1% among 580,000. AID 1671190; also: % is scaled to controls: 0 for no effect and ±100 for the full control effect
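Purified human 12hLO (150 nM final) in 25 mM Hepes, 0.01% Triton X-100, pH 7.0 was preincubated 15 min at room temperature with compound. Then 40 uM arachidonic acid was added, 30 min. Hydroperoxide was read by Fe-XO absorbance ratio 573/405 nm.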
RXFP1 agonist: agonists of human relaxin receptor RXFP1. AID 2676. hit rate 0.3% among 370,000. Q9HBX9. HEK293T-RXFP1 cAMP TR-FRET, 30 min; response scale: percent of porcine relaxin response, buffer zero. Potency, µM (highest dose often 57.5 µM), for the others: at the highest dose activation, most hits filed as activators; also: % is scaled to controls: 0 for no effect and ±100 for the full control effect; nearly all actives have a fitted effect of over 60% in size; many of its hits are not listed in these tables
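Agonist response is measured as cAMP accumulation in an RXFP1-transfected HEK293T line under PDE4 inhibition. Values are scaled between buffer-only and 29 nM porcine relaxin, and EC50s come from standard Hill equation fits.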
USP1-UAF1 inh: USP1/UAF1 (human) deubiquitinase inhibition. Potency, µM (highest dose often 57.1 µM), for inactives: top-dose activity change, negative = inhibition, actives largely listed as inhibitors. recombinant USP1/UAF1, Ub-Rhodamine cleavage fluorescence. hit rate 0.23% among 390,000. AID 743255. O94782; also: % is scaled to controls: 0 for no effect and ±100 for the full control effect; nearly all actives have a fitted effect of over 60% in size; inactives centre near -12
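USP1/UAF1 complex at 1 nM was preincubated with compound for 15 min at room temperature, then Ub-Rho substrate (150nM final) was added. Fluorescence (480/540 nm) was read kinetically, 6 reads every 60 seconds.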
TrxR1 substrate: substrates of rat thioredoxin reductase 1 | O89049 | AID 588456 | Potency, µM (highest dose often 114 µM), for the others: top-dose activity change, negative = substrate turnover | hit rate 0.01% among 390,000 | purified TrxR1 substrate turnover, NADPH consumption readout; also: % is scaled to controls: 0 for no effect and ±100 for the full control effect; nearly all actives have a fitted effect of over 50% in size
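Rat TrxR1, dispensed at 90 nM, was prereduced with 400 uM NADPH (final) for 5 min at ~22 deg C, then incubated with compound 15 min before 400 uM selenite. A first-read NADPH fluorescence drop versus no-compound background flagged substrates.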
Numbers without * were called inactive; ? = inconclusive; . = no result given; [ ] = dose if it differs, or a comment. Calls follow the shape of the dose curve; as a rule, active = well fitted curve in the direction sought with a large enough effect; inconclusive = small, poorly fitted or top-dose-only effect, or another doubt; inactive = no such curve, though single readings can be large; an effect the other way counts as inactive or inconclusive. Potency is read from the fitted curve at half-maximal effect. These rows are one share of the data; count on the stated rates, not on these rows.

SMILES	TrxR1 inh	Vif-A3G inh	Vif-APOBEC3F blk	IDH1 R132H inh	RGS4 inh	12-LOX inh	RXFP1 agonist	USP1-UAF1 inh	TrxR1 substrate
CCCCNC(=O)c1ccc(NC(C)=O)c(Cl)c1	18%[57.1 µM]	-1%	4%	-3%	-9%	?	1.0%	2%	1%[57.1 µM]
Cn1c(SCC(=O)NC(=O)NCc2ccccc2)nnc1C(F)(F)F	12%	0%	-6%	3%	14%	29%	-1.3%	-6%	2%
CCOC(=O)C(=Cc1ccc(-c2ccsc2C(=O)OC)o1)C(=O)OCC	-14%	-15%	-15%	4%	-29%	-13%	0.2%	?	9%
COC(=O)C1(CC2CC(c3ccc(Cl)cc3)=NO2)CCN(C(=O)OC(C)(C)C)CC1 (stereo not given)	21%[57.1 µM]	1%	5%	16%	4%	-12%	-2.0%	-28%	-6%[57.1 µM]
COc1cccc(C(=O)N2CCC(O)(c3cccnc3)CC2)c1	13%	0%	-25%	3%	-3%	6%	0.8%	-7%	-2%
COc1ccc(C(=O)NNC(=O)CCC(=O)NNC(=O)c2ccc(OC)cc2)cc1	16%	2%	-11%	8%	-32%	-10%	2.7%	-4%	4%
Cc1cc(N2CCCC2)ccc1NC(=O)CN1C(=O)NC(C)(c2ccccc2)C1=O (stereo not given)	12%	3%	3%	-2%	-12%	?	-0.6%	-13%	1%
CCCCOn1c(C)c(C(=O)OCC)c2c3nonc3ccc21	90%[activator]	-7%	-9%	5%	15%	0%	.	-10%	72%[activator]
CCOc1ncccc1C(=O)OCC(=O)Nc1ccc(S(=O)(=O)N2CCCC2)cc1	14%	1%	-3%	-14%	11%	-5%	-1.1%	-2%	-6%
O=S(=O)(NC1=NCCCCCC1)c1cccs1	19%[57.1 µM]	2%	-15%	0%	32%	4%	0.1%	-9%	9%
COc1ccccc1NC(=O)COC(=O)c1cnc(C)cn1	7%	1%	-2%	3%	1%	-6%	0.0%	-5%	2%
O=C(/C=C/c1ccc(Cl)cc1Cl)NCCSCc1ccccc1	5%	0%	3%	1%	27%	?	0.8%	-9%	3%
Cc1ccc(S(=O)(=O)n2nc(-c3ccccc3)nc2NCc2ccc(Cl)cc2)cc1	21%	0%	-19%	11%	1%	0%	-0.6%	-16%	2%
CCCCCn1c(=O)[nH]c2cc(C(=O)NCCCN3CCCCC3C)ccc2c1=O (stereo not given)	25%[57.1 µM]	1%	11%	1%	14%	?	5.7%	-14%	15%[57.1 µM]
O=C(Nc1ccc(-n2cnnn2)cc1)c1cn2ccccc2n1	13%	1%	3%	-1%	-15%	0%	0.8%	-3%	0%
O=C(NS(=O)(=O)Nc1ccccn1)c1c[nH]c2ccccc12	22%	1%	10%	5%	-17%	-5%	4.3%	-2%	-4%
CN(C)c1ncccc1-c1nc2ccccc2s1	18%[57.1 µM]	-1%	-4%	3%	?	-20%	8.6%	-16%	50%
CCOC(=O)c1c(NC(=O)c2cc3nc(-c4ccc(OC)cc4)cc(C(F)(F)F)n3n2)sc2c1CCC(C)C2 (stereo not given)	6%[57.1 µM]	-2%	-2%	-19%	11%	?	-2.1%	?	-1%[57.1 µM]
CC(=O)N(c1ccccc1)C(C)c1nc(C#N)c(C#N)nc1C (stereo not given)	-4%	-1%	?	-1%	15%	11%	3.1%	-11%	1%
COc1ccccc1NC(=O)COc1ccc(Br)cc1CNCCCN1CCOCC1	12%	2%	3%	-5%	13%	-3%	1.6%	-7%	-5%
O=C(Nc1ccc(N2CCOCC2)c(Cl)c1)C1CCCCC1	14%	0%	-6%	10%	-14%	-6%	1.4%	-18%	9%
CCN(CC)C(=O)Cn1cc(C(=O)C(=O)NCC2COc3ccccc3O2)c2ccccc21 (stereo not given)	5%[57.1 µM]	-1%	-9%	-3%	-31%	-2%	8.4%	-22%	-5%[57.1 µM]
CN(Cc1ccccc1)C(=O)c1cc2c(=O)n(C)c3ccccc3c2s1	15%	4%	-8%	0%	-8%	-18%	7.2%	-10%	10%
CCCC(NS(=O)(=O)c1ccc(C)cc1)C(=O)O (stereo not given)	14%[57.1 µM]	-2%	0%	1%	20%	-20%	-0.1%	-18%	-1%[57.1 µM]

Some of these compounds in order of the TrxR1 substrate value, high to low.
Molecule	TrxR1 substrate
O=C(Nc1ccc(N2CCOCC2)c(Cl)c1)C1CCCCC1	9%
Cc1ccc(S(=O)(=O)n2nc(-c3ccccc3)nc2NCc2ccc(Cl)cc2)cc1	2%
CC(=O)N(c1ccccc1)C(C)c1nc(C#N)c(C#N)nc1C (stereo not given)	1%

Following part
SMILES	TrxR1 inh	Vif-A3G inh	Vif-APOBEC3F blk	IDH1 R132H inh	RGS4 inh	12-LOX inh	RXFP1 agonist	USP1-UAF1 inh	TrxR1 substrate
COc1ccc(-c2csc3nc(C)nc(N4CCN(c5ccc(C(C)=O)cc5)CC4)c23)cc1OC	26%	-4%	-2%	-12%	-18%	5%	-0.4%	-14%	0%
Cc1ccc2c(=O)cc(C(=O)Nc3ccc(S(=O)(=O)N(C)Cc4ccccc4)cc3)oc2c1C	36%	-10%	-2%	10%	-3%	-24%	3.8%	-5%	935%[activator]
O=C1c2cccc3cccc(c23)C(=O)N1CCCN(C(=O)c1cccs1)c1cccc(F)c1	18%[57.1 µM]	-1%	-20%	4%	-19%	4%	0.1%	-20%	13%[57.1 µM]
CC(=O)c1cccc(NC(=O)CCCSc2nc(-c3ccco3)cc(C(F)(F)F)n2)c1	8%	-1%	0%	0%	-4%	?	3.0%	-14%	-5%
CCN(CC)S(=O)(=O)c1ccc(N(C)CCc2ccc(OC)c(OC)c2)nc1	25%[57.1 µM]	-2%	-1%	9%	-23%	6%	-1.2%	-13%	-13%[57.1 µM]
CCC(=O)N(CCc1ccccc1C)Cc1cc2ccc(C)cc2[nH]c1=O	25%[11.4 µM]	-1%	-3%	1%	17%	1%	1.2%	-4%	-3%
COc1ccc(NC(=O)CSc2nncn2N)c(OC)c1	20%	1%	-11%	-3%	-14%	-26%	0.1%	-25%	3%
O=C(/C=C/c1ccccc1)CC(=O)c1ccccc1O	-7%	?	-3%	-6%	2%[56.9 µM]	1%	-4.2%	-21%	-10%
O=C(NC1CCCCCC1)c1ccc(S(=O)(=O)NCc2ccco2)cc1	17%	2%	-17%	11%	-2%	0%	0.3%	-14%	20%
CCC(C)/C(C)=N/Nc1ccc(S(N)(=O)=O)cc1[N+](=O)[O-] (stereo not given)	23%[57.1 µM]	-2%	8%	15%	14%	?	0.5%	?	5%[57.1 µM]
COc1cc(/C=C2\SC(=O)N(CC(=O)Nc3cccc(C)c3)C2=O)ccc1OC(C)C(=O)O (stereo not given)	-7%	2%	-1%	-8%	-5%	297%[activator]	.	-15%	-13%
Cc1nc2scc(-c3ccccc3)c2c(=O)n1N=C1C=CC(=O)C=C1	3.2µM*	-28%	1%	1%	-136%	2.8µM*	1.1%	?	4%[57.1 µM]
CC1CCc2c(sc3nnn(Cc4ccc(F)cc4)c(=O)c23)C1 (stereo not given)	17%	-5%	1%	-14%	6%	-18%	1.1%	-25%	-3%
CCOc1ccc(C(=O)NCC(=O)NCCSc2ccc(Br)cc2)cc1OCC	13%	-6%	1%	11%	?	456%[activator]	.	-9%	-1%
CCN=C1SC(C(=O)NCCc2ccccc2)CC(=O)N1CC (stereo not given)	18%[57.1 µM]	2%	-8%	4%	-2%	0%[57.4 µM]	2.1%	-17%	13%[57.1 µM]
COc1cc(OC)cc(C(=O)Nc2nnc(-c3cccnc3)o2)c1	17%[57.1 µM]	-4%	-2%	4%	-6%	2%	-1.3%	-12%	7%[57.1 µM]
CCSC1=NCCN1S(=O)(=O)c1ccc(NC(C)=O)cc1	26%	0%	2%	-2%	0%	-2%	0.3%	-11%	2%
COc1cc(NC(=O)CN2C(=O)NC(C)(CC(C)C)C2=O)cc(OC)c1 (stereo not given)	6%	-8%	-11%	-10%	-7%	0%	0.9%	-7%	-5%
O=C1[C@@H]2C(c3cccnc3)=NO[C@@H]2C(=O)N1c1ccc2ccccc2c1	16µM*	2%	?	3%	?	0%	0.0%	-23%	9%[57.1 µM]
CC(Oc1ccccc1F)C(=O)NCCN1CCCCC1 (stereo not given)	10%[57.1 µM]	-1%	-4%	-1%	3%	3%	2.7%	-6%	12%[57.1 µM]
CC(=O)c1ccc(NC(=O)CSc2nnc(Cn3c(=O)sc4ccccc43)n2C)cc1	23%	-6%	-4%	-5%	8%	328%[activator]	-4.2%	-24%	-2%
CN1C(=O)Cn2c1nc1ccccc12	11%[11.4 µM]	-1%	1%	2%	7%	0%	0.9%	-11%	13%
CCN1CCN(C(=O)CCc2nnc3ccc(N4CCN(c5cccc(OC)c5)CC4)nn23)CC1	30%	4%	8%	4%	21%	0%	?	-13%	2%
CCOc1ccc(-c2cc3nc(C4CCN(C(=O)OC(C)(C)C)CC4)c(C(=O)Nc4c(C)cccc4C)cn3n2)cc1	28%	-2%	-1%	-7%	4%	-5%	1.4%	?	57%[activator]
CCC(C)c1ccccc1N1CC(C(=O)Nc2cc(S(=O)(=O)N3CCOCC3)ccc2OC)CC1=O (stereo not given)	-15%	-1%	-1%	11%	-26%	2%	.	?	-9%
